GBA enhancer – glucocerebrosidase activity enhancement; P04062; L444P Gaucher fibroblasts, 4-MU-glucoside fluorescence, 3 days; activation, % at 10 µM; 30,000 compounds, 0.44% hits; AID 784; in the data active = activation above about 65%;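 note: 0% = vehicle wells and 100% = positive control wells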
Target sequence (P04062 whole entry L483P): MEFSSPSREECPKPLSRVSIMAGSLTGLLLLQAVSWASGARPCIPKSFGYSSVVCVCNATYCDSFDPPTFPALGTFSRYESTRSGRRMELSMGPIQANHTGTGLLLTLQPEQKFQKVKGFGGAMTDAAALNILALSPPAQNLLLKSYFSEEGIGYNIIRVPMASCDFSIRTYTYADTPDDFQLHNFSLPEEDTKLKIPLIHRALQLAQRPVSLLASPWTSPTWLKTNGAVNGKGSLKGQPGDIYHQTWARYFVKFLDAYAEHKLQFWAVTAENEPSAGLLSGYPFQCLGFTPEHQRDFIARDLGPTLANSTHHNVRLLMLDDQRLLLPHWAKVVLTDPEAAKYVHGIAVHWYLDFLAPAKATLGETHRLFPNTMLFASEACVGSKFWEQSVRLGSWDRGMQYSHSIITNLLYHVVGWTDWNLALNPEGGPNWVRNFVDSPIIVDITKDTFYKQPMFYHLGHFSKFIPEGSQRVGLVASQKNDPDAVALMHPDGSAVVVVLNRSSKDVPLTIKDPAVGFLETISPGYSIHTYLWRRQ
Numbers without * were called inactive. A portion of the library; the hit share may differ from the screen's.

Structure	GBA enhancer
COc1ccc(CCNC(=O)NC(C(F)(F)F)C(F)(F)F)cc1OC	-5.2
COc1ccc(NC(=O)CN2CCN(c3ccccc3F)CC2)cc1	5.8
CN(C)c1ccc2c(O)cc(=O)n(C)c2c1	-53.0
CCCCNC(=O)C1CCCN1C(=O)Nc1cccc(OC)c1 (stereo unspecified)	73.4*
CCOC(=O)c1cnc2ccccc2c1NCCO	-3.2
COc1ccc(OC)c(C2c3c(oc4ccccc4c3=O)C(=O)N2CCCN(C)C)c1 (stereo unspecified)	-8.5
O=C(C1=COCCO1)N1CCN(S(=O)(=O)c2cccc(Cl)c2Cl)CC1	-3.3
Cc1c(C)n(Cc2ccccc2)c2ncnc(N)c12	1.0
CCOc1ccc(C(C)=O)cc1CSc1nnc(-c2cccs2)n1CC1CCCO1 (stereo unspecified)	-3.6
C=CCSc1nc(C)c(CC(=O)OCCCC)c(=O)[nH]1	-1.6
Cc1cc(C(=O)N2CCN(c3ccccn3)CC2)no1	-9.7
CCn1c(SCC(=O)Nc2ccccc2)nnc1-c1ccc(S(=O)(=O)N2CCOCC2)cc1	2.0
CN(Cc1ccccc1)C(=O)N[C@@H](Cc1ccccc1)C(=O)O	11.0
COc1ccc(N2CCN(CCNC(=O)c3ccc(NC(=O)C4CCCO4)cc3)CC2)cc1 (stereo unspecified)	-19.6
CCN(CC)C(=O)CC(c1ccc(F)cc1)c1ccco1 (stereo unspecified)	-27.6
COC(=O)c1ccc(C2C(C(C)=O)=C(O)C(=O)N2CCO)cc1 (stereo unspecified)	-27.6
Cc1nn(C)c(C)c1S(=O)(=O)N1CCCC(C(=O)NC2CCCCC2)C1 (stereo unspecified)	1.2
COc1ccc(CC(=O)N2CCNC2=O)cc1	-4.0
CCn1c(SCc2nc3ccccc3c(=O)[nH]2)nc2ccccc2c1=O	5.5
OC(COc1ccc(OCc2ccccc2)cc1)CN1CCOCC1 (stereo unspecified)	-34.8
CCOc1nc2c(c(=O)n(C)c(=O)n2C)n1Cc1ccccc1Cl	-19.0
O=S1(=O)C=C(SCCN2CCCCC2)c2ccccc21	5.2
COc1ccc(C2NCCC3(O)CCCCC23)c(OC)c1OC (stereo unspecified)	-0.8
COCCNC(=O)c1csc2c1CCCC2	11.9
CCOC(=O)Cn1ncc2c(=O)oc3ccccc3c21	-4.8
CCOC(=O)N1CCN(C(=O)c2ccc3nc4ccc(Cl)cc4c(=O)n3c2)CC1	-55.7
CC(C)n1nnnc1SCC(=O)NCc1ccco1	-7.0
COc1ccc(CCN2CCC(Nc3nc4ccccc4n3Cc3ccc(F)cc3)CC2)cc1	-80.8
CCNc1nc(SC(C(C)=O)C(C)=O)nc(N(C)C)n1	-23.6
CN1CCN(S(=O)(=O)c2ccc(NC(=O)c3ccc(Br)o3)cc2)CC1	-2.7
COC(=O)c1ccc(Oc2nc(NC(C)C)nc(N(C)C)n2)cc1	-6.5
COc1cc(OC)cc(-c2cc3nc4c(c(N5CCN(c6ncccn6)CC5)n3n2)CCCC4)c1	-12.9
COc1ccccc1NC(=O)CSc1nc(O)cc(=O)n1C	-3.7
CCCN(CC1CC1)C(=O)Nc1ccccc1C	-2.8
Cc1ccc(CS(=O)(=O)CCC(=O)NCCN2CCCC2)cc1	-20.3
Cc1cc(C2=CC(C)(c3cc(C)oc3C)Nc3nc(C(F)(F)F)nn32)c(C)o1 (stereo unspecified)	9.1
CCC(C)n1cnc2c(c1=O)c1nc3ccccc3nc1n2-c1ccc2c(c1)OCCO2 (stereo unspecified)	-87.8
O=C(COc1ccc(Cl)cc1)NCc1nnc(SCC(=O)c2ccccc2)o1	-9.9
O=C(NCc1cccs1)Nc1ccc2c(c1)OCO2	2.8
CCC1(CC)NC(=O)N(CC(=O)OCn2nnc3ccccc3c2=O)C1=O	-22.1
FC(F)(F)c1cccc(Nc2ncnc3ccccc23)c1	28.4
Cc1cc(C(=O)Nc2sc3c(c2C#N)CCC3)no1	-40.7
O=C1Nc2ccc(Br)cc2C1(O)Cc1ccncc1 (stereo unspecified)	-41.7
CCCn1c(C)nc2c(c1=O)c1nc3ccccc3nc1n2CCC1=CCCCC1	-41.4
CC(C)(C)c1ccc(OCc2nc(-c3ccccn3)no2)c(Br)c1	-16.4
COC(=O)C1(S(=O)(=O)c2cccc3nsnc23)CC1	7.5
CC(C)(C)Nc1nc(Oc2ccc(=O)n(-c3ccccc3)n2)nc(N2CCOCC2)n1	-4.2
O=C(O)CCc1nn2c3ccccc3nc2n(CCN2CCCCC2)c1=O	-26.2

A second format for part of the listing above.
O=C(COc1ccc(Cl)cc1)NCc1nnc(SCC(=O)c2ccccc2)o1
  GBA enhancer: -9.9
O=C(NCc1cccs1)Nc1ccc2c(c1)OCO2
  GBA enhancer: 2.8
CCC1(CC)NC(=O)N(CC(=O)OCn2nnc3ccccc3c2=O)C1=O
  GBA enhancer: -22.1
FC(F)(F)c1cccc(Nc2ncnc3ccccc23)c1
  GBA enhancer: 28.4

Carrying on:
Structure	GBA enhancer
Cn1c(=O)[nH]c(=O)c2c1nc(CN1CCN(c3cccc(Cl)c3)CC1)n2CCc1ccccc1	-3.4
CSc1cccc(NC(=O)C2CCN(S(=O)(=O)c3ccc(F)cc3)CC2)c1	-2.5
CCOC(=O)N1CCN(C(=O)Cn2ccc3ccccc3c2=O)CC1	-4.9
O=C1CC(N2CCC(c3nc4ccccc4s3)CC2)C(=O)N1 (stereo unspecified)	-21.1
COc1cccc(C2C=C(c3ccc(Br)s3)Nc3ncnn32)c1OC (stereo unspecified)	-9.5
CCOC(=O)Cc1c(C)nc2cc(-c3ccc(C)cc3)[nH]n2c1=O	-27.9
COC(=O)c1ccc2c(=O)n(CCCN3CCOCC3)c(=S)[nH]c2c1	2.3
CCOC(=O)N1CCN(C(=O)CCN2C(=O)COc3ccccc32)CC1	18.5
N#Cc1nc(-c2ccco2)oc1NCCCn1ccnc1	-10.0
NC(=O)C1CCN(Cc2nc(-c3ccccc3)no2)CC1	-8.4
Clc1ccccc1CSc1nnc(-c2ccccn2)n1Cc1ccco1	-48.5
CC(Oc1ccc(Cl)cc1)C(=O)Nc1nccs1 (stereo unspecified)	-10.6
CN(C(=O)c1ccccn1)c1nnc(-c2cnccn2)s1	-44.9
CC12COC3(C(=O)Nc4ccc(Cl)cn4)CC1CCC32C (stereo unspecified)	-1.1
O=C(CCn1c(=O)c2sccc2n(CC(=O)NCc2ccco2)c1=O)NCc1ccccc1	-14.3
COC(=O)COC(=O)c1ccc(-n2nnnc2SC)cc1	-4.8
CSc1nc(-c2ccco2)nn1S(C)(=O)=O	4.9
Cc1c(NC(=O)c2cccc(F)c2)c(=O)n(-c2ccccc2)n1C	3.8
CC(C)c1ccc(NC(=O)CSc2nc3c(c(=O)[nH]2)CCC3)cc1	1.1
CCCCNC(=O)CCSc1nc2nc(C)cc(C)n2n1	-20.0
Cc1cc(C(=O)Nc2ccccn2)cs1	-0.1
O=C(COc1ncnc2ccccc12)N1CCN(S(=O)(=O)c2ccccc2)CC1	-22.4
CCOC(=O)c1ccc(N2C(=O)C(C)=C(C)C2=O)cc1	-1.0
CC(NCCO)C(=O)C12CC3CC(CC(C3)C1)C2 (stereo unspecified)	-48.6
COc1ccc(N2CCN(C(=O)CN(c3ccccc3)S(C)(=O)=O)CC2)cc1	-8.0
CC(=O)NC(CCS(C)(=O)=O)C(=O)N1CCc2ccccc21 (stereo unspecified)	-43.4
CCOc1cc(S(=O)(=O)NCc2ccccn2)c(C)cc1C	-14.5
CC(C)CCNC(=O)CN(C)S(=O)(=O)c1cccc2nsnc12	0.3
Cc1c(C(=O)NCc2ccc3c(c2)OCO3)oc2ccc(S(=O)(=O)N3CCCCC3)cc12	-5.0
CN(C)CCCN1c2ccccc2Sc2ccc(Cl)cc21	-35.4
C=CCn1c(SCc2c(C)noc2C)nc2sc3c(c2c1=O)CCCCC3	6.9
Nc1csnc1C(=O)O	-30.5
COC(=O)CN1C(=O)C(C)=C(c2ccc(C)cc2)S1(=O)=O	-12.7
C[C@]12CC[C@@H]3c4ccc(OC(=O)c5ccccc5)cc4CC[C@H]3[C@@H]1CC[C@@H]2O	-12.9
Cc1nn(Cc2ccccc2Cl)c(C)c1C(=O)Nc1nnc(C2CC2)s1	1.2
O=C(C1CCN(S(=O)(=O)c2cccc3nsnc23)CC1)N1CC=C(c2ccccc2)CC1	-26.9
CCC(=O)N1c2ccc(S(=O)(=O)CCC(=O)N3CCn4c3nc3ccccc34)cc2CC1C (stereo unspecified)	10.4
O=C(Nc1cccnc1)Nc1ccc2c(c1)OCO2	-16.6
O=c1nc(N(c2ccccc2)c2ccccc2)[nH]c(=O)[nH]1	1.7
O=C(Cc1n[nH]c(=O)c2ccccc12)NCc1ccccn1	-2.6
CC(=O)c1cccc(NC(=O)N2CCCC2C(=O)Nc2ccccc2C)c1 (stereo unspecified)	-20.1
Cn1c(=O)c2c(nc(SCC(=O)N3CCCc4ccccc43)n2C)n(C)c1=O	-36.2
C=CCn1c(=N)c(C(=O)NCCCOC)cc2c(=O)n3cccc(C)c3nc21	3.4
Cc1ccc(N2C(=O)[C@@H]3[C@H](C2=O)C2c4ccccc4C=CN2[C@@H]3C(=O)c2ccco2)c(C)c1 (stereo partly specified)	-2.5
Cc1ccc(S(=O)(=O)NCCC(=O)N2CCCCC2)cc1	-39.1
O=C(CSc1nccn1-c1ccccc1)NCc1ccc2c(c1)OCO2	-19.7
Cc1ccc(N(CC(=O)NCc2ccncc2)S(C)(=O)=O)cc1Cl	-20.4
COc1ccc(CCn2c(C)cc(C(=O)CSc3nnc(N)s3)c2C)cc1	-5.5
CCOC(=O)C1CCN(S(=O)(=O)c2cccc(-c3cn4cccc(C)c4n3)c2)CC1	-59.2
CN=c1scc(C)n1/N=C/c1ccc(O)cc1O	35.9
CCCCOC(=O)C1=C(C)Nc2ncnn2C1c1cc(OC)ccc1OC (stereo unspecified)	-12.8
COc1ccc(C2=NOC(C(=O)N3CCCCCC3)C2)cc1OC (stereo unspecified)	-1.1
COC(=O)Cn1c2ccc(OC)cc2c2nc3ccccc3nc21	-7.0
C=CCOC(=O)C1=C(C)NC(=O)NC1c1cn(-c2ccccc2)nc1-c1cccs1 (stereo unspecified)	-10.0
COc1ccc(Nc2nc(C)c3ccccc3n2)cc1	-12.7
Cc1noc(C)c1CSc1ccccc1C(=O)N1CCN(c2ccccc2)CC1	-2.0
CCOC(=O)C1CCCN(C(=O)c2cn(CC)c3ccc(S(=O)(=O)N4CCCC4)cc3c2=O)C1 (stereo unspecified)	-16.9
Cc1cc(C(=O)N2CCCCCC2)cs1	-91.3
O=C(CCC1N=C2c3ccccc3N=C(SCc3ccccc3Cl)N2C1=O)NCc1ccco1 (stereo unspecified)	-11.5
CN1CCN(/C=N/c2c(C#N)cnn2C)CC1	-7.8

New compounds follow
Structure	GBA enhancer
CCOC(=O)N1CCN(C(=O)c2cc3c(=O)[nH]c4ccccc4c3s2)CC1	0.9
O=c1/c(=C\c2ccc3c(c2)OCO3)sc2n1CCCN=2	6.9
Cn1c(=O)c2c3c(sc2n2c(SCC(=O)c4ccc(Cl)cc4)nnc12)COC(C)(C)C3	-28.9
CC1=CC(C)(C)N(C(=O)CSc2nccn2C)c2cc(C)ccc21	-9.3
O=C(Cn1c(=O)n(-c2ccc(F)cc2)c(=O)c2sccc21)N1CCCC1	-8.2
O=C(Nc1ccccc1NC(=O)NC1CCCCC1)NC1CCCCC1	-111.2
COc1ccc(C(C)(C)C)cc1NC(=O)Nc1ccc2c(c1)OCO2	-4.6
O=C(O)CCCc1ccccc1	-3.1
O=S(=O)(c1cccc2nsnc12)N1CCc2ccccc2C1	-15.4
COC(=O)[C@H](Cc1ccccc1)NC(=O)NCCc1ccc(S(N)(=O)=O)cc1	-16.4
Cc1noc(C)c1S(=O)(=O)N1CCC(C(=O)N2CCN(Cc3ccc4c(c3)OCO4)CC2)CC1	-40.7
O=C1CCCC2=C1C(Cc1ccccc1)C1=C(CCCC1=O)O2	-11.4
O=C(CCN1CCc2ccccc2C1)c1ccc2c(c1)OCCO2	-7.6
O=C1CN(c2ccccc2F)C(=O)CN1c1ccccc1F	-2.4
COc1ccc(C(=O)Nc2ccccc2C(=O)NC(C(=O)NCc2ccco2)C(C)C)cc1 (stereo unspecified)	-82.6
O=C(NC1CCCCCC1)C1c2ccccc2C(=O)N1Cc1cccnc1 (stereo unspecified)	-27.0
CCCOc1ccc(OC(=O)c2ccc(Br)o2)cc1	-1.6
CC(=O)OCC(=O)[C@@]1(O)[C@H](C)C[C@H]2[C@@H]3CCC4=CC(=O)C=C[C@]4(C)[C@@]3(F)[C@@H](O)C[C@@]21C	-6.1
C=CCN1C(=O)C(O)(CC(=O)c2ccc(OC)cc2OC)c2cc(Br)ccc21 (stereo unspecified)	-21.7
CC(=O)c1cc2c(cc1NC(=O)CSc1nc3ccccc3o1)OCO2	-0.4
O=C1N(c2ccccc2)C2CS(=O)(=O)CC2N1c1ccc(Br)cc1 (stereo unspecified)	-14.8
C=CCNc1nc2c3ccccc3n(C(C)=O)c2s1	21.9
CC1=C(C(N)=O)C(c2ccc(Cl)cc2Cl)n2ncnc2N1 (stereo unspecified)	-6.1
O=C(Nc1ccc(O)cc1)C1CCCN1S(=O)(=O)c1ccc(F)cc1 (stereo unspecified)	-2.0
Cc1nccn1CCc1n[nH]c(=S)n1Cc1ccccc1	-26.6
O=C(COC(=O)c1cccs1)NCc1ccc2c(c1)OCO2	-3.4
O=C(O)c1cc(-c2ccncc2)nc2ccc(F)cc12	-43.0
COc1ccc(S(=O)(=O)Nc2cc(C(=O)NCCC(C)C)ccc2N2CCOCC2)cc1	-7.0
CCc1nnc(NC(=O)CSc2nnc3ncccn23)s1	-22.9
